Screening results as filed in PubChem BioAssay.
FECH block = inhibitors of human ferrochelatase | P22830 | purified FECH, Ni-mesoporphyrin absorbance 550 nm | calls only at 10 µM (by protocol) | 20,000 tested, 3.3% active | AID 1671448;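 active = enzyme reaction rate more than 3 SD below the solvent-only control wells on the same plate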;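 also: lower slope than DMSO wells means FECH inhibition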
Target sequence (P22830 whole entry, looked up): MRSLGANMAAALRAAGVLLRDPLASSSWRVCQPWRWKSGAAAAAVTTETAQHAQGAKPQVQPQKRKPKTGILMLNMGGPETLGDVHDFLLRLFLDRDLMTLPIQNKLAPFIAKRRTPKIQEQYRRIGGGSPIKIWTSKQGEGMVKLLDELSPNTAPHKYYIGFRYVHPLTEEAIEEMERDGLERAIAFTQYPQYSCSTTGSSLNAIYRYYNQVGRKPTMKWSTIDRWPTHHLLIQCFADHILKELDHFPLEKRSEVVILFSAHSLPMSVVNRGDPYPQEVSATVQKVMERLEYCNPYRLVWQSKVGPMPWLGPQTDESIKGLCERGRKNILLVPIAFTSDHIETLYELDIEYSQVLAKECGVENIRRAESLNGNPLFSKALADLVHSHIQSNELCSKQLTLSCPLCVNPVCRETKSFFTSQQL
Calls only; i = inactive; + = active, no number.

SMILES	FECH block
Cc1cccc(C)c1OC1CN(C(=O)CN2CC(=O)NC2=O)C1	i
CCC(CNC1CCN(c2ccccc2C)CC1)N1CCN(C)CC1 (stereo not given)	i
Fc1ccc(N2CCN(c3nc(Nc4cccc(Cl)c4)c4cnn(-c5ccccc5)c4n3)CC2)cc1	i
COc1ccc(-c2noc(CSCC(=O)Nc3cccc(SC)c3)n2)cc1OC	i
CC(=O)NCC1CCCN(Cc2ccc(C)c(Cl)c2Cl)C1 (stereo not given)	i
CSc1cccc(NC(=O)CN2C(=O)CCc3cc(S(=O)(=O)N4CCCC4)ccc32)c1	i
CN1CCCC1CCn1ccnc1-c1cc2c(cc1Cl)OCO2 (stereo not given)	i
CC(=O)Nc1ccc(S(=O)(=O)N2CCN(c3nc(C)cc(N(C)C)n3)CC2)cc1	i
CC(C)Cn1c(CNS(=O)(=O)c2ccc(Cl)cc2)nc2cccnc21	i
O=S(=O)(Cc1ccccc1)N1CCC(n2c(C(F)(F)F)nc3cccnc32)CC1	i
COCCCNC(=O)c1ccc(Cn2c(=O)c3cc(OC)c(OC)cc3n(CC(N)=O)c2=O)cc1	i
N[C@@H]1c2ccccc2C2(CCN(C(=O)c3cccnc3)CC2)[C@H]1O	i
C=Cc1ccc(CN2CCCN(Cc3ccccc3Cl)S2(=O)=O)cc1	i
CSc1ccc2c(C)cc(NCCN3CCCC(C(N)=O)C3)nc2c1 (stereo not given)	i
COc1ccccc1C(=O)N(Cc1nc2nc(C)cc(C)n2n1)c1ccc(Cl)cc1	i
Cc1ccc(N2C(=O)CCS2(=O)=O)cc1S(=O)(=O)Nc1ccccc1Cl	i
CCN1CCN(S(=O)(=O)c2ccc3c(c2)CCN3C(=O)CCC(=O)N2CCCCCC2)CC1	i
Cc1cccc(-c2ncc(CN3CCN(c4nc(C)ncc4C)CC3)cn2)c1	i
CC1CCCCN1CCNC(=O)C1CCN(c2ccc(-c3ccccc3)nn2)CC1 (stereo not given)	i
COc1ccnc(Cn2nc(C3CCNCC3)n(-c3ccccc3)c2=O)c1	i
O=C(CNCc1ccccc1Cn1cccn1)Nc1cnccn1	i
COc1cccc(N2CC(NC(=O)CC(C)C)CC2=O)c1 (stereo not given)	i
O=C(NCCc1nc2cccnc2n1C1CCCCC1)NCC1CCCO1 (stereo not given)	i
Cc1ccn2c(C(=O)Nc3cnc4n3CCCC4)nnc2n1	i
Cc1c(Cl)cccc1NCc1cc(=O)n2[nH]c(-c3ccc(C(C)(C)C)cc3)nc2n1	i
c1ccc(CN2CCC(CNC3CCOCC3)C2)cc1 (stereo not given)	i
Cc1cnc(NCc2ccc(C(=O)N(C)C)o2)nc1N(C)C	i
Cn1cc(CN(Cc2ccc(CO)o2)C2CC2)cn1	+
C/C(=C\c1ccccc1)C1CC(=O)Nc2cc(O)c(C)cc21 (stereo not given)	i
CC(Cc1ccc2c(c1)OCO2)CN1CCC(NS(C)(=O)=O)CC1 (stereo not given)	i

As a short view, 2 of the compounds above:
SMILES	FECH block
C/C(=C\c1ccccc1)C1CC(=O)Nc2cc(O)c(C)cc21 (stereo not given)	i
CC(Cc1ccc2c(c1)OCO2)CN1CCC(NS(C)(=O)=O)CC1 (stereo not given)	i

More records
SMILES	FECH block
O=C(c1ccc(F)c(F)c1)C1CCN(C(=O)c2cn[nH]n2)CC1	i
Fc1ccc(Nc2nc(NCCN3CCOCC3)nc3c2cnn3-c2ccccc2)cc1	i
COc1ccc(-c2cc(N3CCN(S(=O)(=O)c4ccc(F)cc4)CC3)ncn2)cc1	i
CCC(NCc1cccnc1-n1cncn1)C(=O)Nc1ccccc1 (stereo not given)	i
COc1cccc(Cn2c(=O)c3cnc(-c4ccncc4)nc3n(C)c2=O)c1	i
Cc1ccc(-c2cc(Nc3ccccc3C(F)(F)F)nc(C)n2)cc1	i
Cc1ccc(-c2ncc3c(=O)n(Cc4cccc(Cl)c4)c(=O)n(C)c3n2)cc1	i
Cc1cc2n(n1)CCC(=O)N2Cc1ccc(C(=O)Nc2cccc(C)c2C)cc1	i
CC(=O)CN(c1nc2nc(C)cc(C)n2n1)S(=O)(=O)c1ccc(C)cc1	i
CC(C)c1nccc(-c2nccn2CCN2CCCC2=O)n1	i

Arranged by SMILES length (ascending): part of the list above.
SMILES	FECH block
CC(C)c1nccc(-c2nccn2CCN2CCCC2=O)n1	i
Cc1ccc(-c2cc(Nc3ccccc3C(F)(F)F)nc(C)n2)cc1	i
O=C(c1ccc(F)c(F)c1)C1CCN(C(=O)c2cn[nH]n2)CC1	i
COc1cccc(Cn2c(=O)c3cnc(-c4ccncc4)nc3n(C)c2=O)c1	i
Cc1cc2n(n1)CCC(=O)N2Cc1ccc(C(=O)Nc2cccc(C)c2C)cc1	i

Next part:
SMILES	FECH block
CNC(=O)c1[nH]cnc1C(=O)NC(C)C	i
CN(Cc1cc(C(C)(C)C)n[nH]1)Cc1nc2ccccc2n1C	i
Fc1ccc(Nc2nc(NC3CCCCCC3)nc3c2cnn3-c2ccccc2)cc1	i
Cc1nn(-c2cc(N3CCCC3)ncn2)c(C)c1CCC(=O)Nc1cccc(Cl)c1	i
Cc1cc(Sc2ccc(NC(=O)Nc3cccc(Cl)c3)cc2)n2ncnc2n1	i
CC(=O)N1CCc2c(sc(NC(=O)c3ccc4ncsc4c3)c2-c2nc3ccccc3s2)C1	i
CCN(C/C=C/c1ccccc1)C(=O)c1ccc(C(C)=O)s1	i
COc1cc(Cl)ccc1C(=O)N1C[C@H]2C[C@H](O)[C@H](O)C[C@H]2C1	i
CCCNC(=O)C1CCC(Cn2c(=O)c3sccc3n(CC(=O)Nc3ccccc3)c2=O)CC1 (stereo not given)	i
OC1CCCN(CCCn2cnc(-c3ccccc3)c2-c2cc(F)cc(F)c2)C1 (stereo not given)	i
COc1c(F)cccc1C(=O)N1CCCN2CCC[C@H]2C1	i
CCCC(=O)Nc1cc(C)nn1-c1ncnc2c1cnn2-c1ccc(Cl)cc1	i
COc1ccc(C(=O)Nc2cc(N3CCCS3(=O)=O)ccc2OC)cc1	i
CCc1ccc(NC(=O)CN2CCCN(Cc3ccc(C)cc3)S2(=O)=O)cc1	i
CN(Cc1cc(-c2ccccn2)no1)C1CCCc2ccccc21 (stereo not given)	i
CC(=O)c1cc(CN(C)Cc2nncn2C(C)C)cs1	i
NC1(C(=O)NCC2CCCN(Cc3cccc4nonc34)C2)CCC1 (stereo not given)	i
Cc1ccc(N2C(=O)CCS2(=O)=O)cc1S(=O)(=O)Nc1cccc(C)c1C	i
CC(=O)NCC1=CCCN(CC(=O)N2CCOc3ccccc32)C1	i
CCCn1nnc2cc(C(=O)Nc3ccc(S(N)(=O)=O)cc3)ccc21	i
C=CC[C@@H]1CC=C[C@@H](C)N1Cc1ccc(C(=O)Nc2ccnn2C)cc1	i
CN(Cc1ccc(C(=O)Nc2ccc3c(c2)CC(=O)N3)cc1)CC1CCCO1 (stereo not given)	i
O=C(c1ccc2nc[nH]c2c1)N1CCC(N2CCCC(C(=O)N3CCCC3)C2)CC1 (stereo not given)	i
Cc1cc(NC(=O)C2CCN(c3ccc(-c4ccc(Br)s4)nn3)CC2)no1	i
COCCCNc1nc(Nc2cc(C)cc(C)c2)c2cnn(-c3ccccc3)c2n1	i
Cc1cccc(NC(=O)CN2C(=O)CN(C)C(=O)c3ccccc32)c1	i
CC(=O)N1c2ccccc2CC1C(=O)NCCc1ccc(S(N)(=O)=O)cc1 (stereo not given)	i
COc1ccc(C)cc1NC(=O)Nc1ccc(Sc2c(C)c(C)nc3ncnn23)cc1	i
CCOC(=O)c1cc2n(n1)CC(C)(C(=O)NCCC(C)C)N(c1cc(Cl)ccc1OC)C2=O (stereo not given)	i
Clc1ccc(Nc2nc(N3CCC(Cc4ccccc4)CC3)nc3c2cnn3-c2ccccc2)cc1	i
COc1ccccc1CC(=O)N1CCC2(CN(C)C(=O)O2)C1 (stereo not given)	i
Cc1ccc(-c2noc3c(=O)n(CCC(=O)Nc4ccc(S(N)(=O)=O)cc4)cnc23)cc1	i
O=C(O)CSc1nnc(C2CCCNC2)n1-c1cccc(Cl)c1 (stereo not given)	i
O=C(NCCc1nc2cccnc2n1C1CCCCC1)Nc1ccccc1F	i
Cc1cc(C(=O)N(C)Cc2ccoc2)c(NC(=O)C(C)(C)C)s1	i
CN(C)c1ncccc1CNC(=O)Cc1ccc(O)c(Cl)c1	i
O=C1Nc2ccccc2NC12CCN(c1ncnc3[nH]ccc13)CC2	i
Cc1cc(NC(=O)c2cccc(C(F)(F)F)c2)n(-c2ncnc3c2cnn3-c2ccc(Cl)cc2)n1	i
O=C(c1cc(CN2CCOCC2)on1)N1CC(Oc2ccc(F)cc2)C1	i
COCC1(C(=O)NC23C[C@H]4C[C@@H](C2)CC(n2nnc(C)n2)(C4)C3)CCC1	i
Cc1ccc(NC(=O)CN2C(=O)CN(C)C(=O)c3ccccc32)cc1F	i
COCc1cc(CNC(=O)c2cn3cc(Cl)ccc3n2)[nH]n1	i
Cc1cc(C)n(-c2ccc(F)cc2CN2C[C@H](N)C[C@H]2C(=O)NC(C)C)n1	i
CC(C)NC(=O)C1CCC(Cn2c(=O)c3sccc3n(CC(=O)N3CCCCCC3)c2=O)CC1 (stereo not given)	i
COc1ccc(Cn2c(CNC(=O)Cc3cccs3)nc3cccnc32)cc1	i
CCCc1nc(NC(C(=O)N(C)C)c2ccccc2)c2cnn(C)c2n1 (stereo not given)	i
CCCc1[nH]ncc1C(=O)N1CCC2(CCCO2)CC1	i
CCOC(=O)c1cc2n(n1)CC(C)(C(=O)NC1CCCCC1)N(c1cc(C)ccc1C)C2=O (stereo not given)	i
O=C(CN1CCc2[nH]nc(-c3ccc(Cl)cc3)c2C1)NCc1ccccn1	i
O=C(O)[C@H]1C[C@@H](O)CCN1Cc1ccc2c(c1)OCCO2	i

Pulled one by one from above (7):
SMILES	FECH block
CCCn1nnc2cc(C(=O)Nc3ccc(S(N)(=O)=O)cc3)ccc21	i
O=C1Nc2ccccc2NC12CCN(c1ncnc3[nH]ccc13)CC2	i
Fc1ccc(Nc2nc(NC3CCCCCC3)nc3c2cnn3-c2ccccc2)cc1	i
O=C(O)CSc1nnc(C2CCCNC2)n1-c1cccc(Cl)c1 (stereo not given)	i
COCC1(C(=O)NC23C[C@H]4C[C@@H](C2)CC(n2nnc(C)n2)(C4)C3)CCC1	i
CN(C)c1ncccc1CNC(=O)Cc1ccc(O)c(Cl)c1	i
CCCc1[nH]ncc1C(=O)N1CCC2(CCCO2)CC1	i

Later entries.
SMILES	FECH block
Cc1cc(N2CCCC2)nc(N2CCN(S(C)(=O)=O)CC2)n1	i
O=C1CCCc2cc(S(=O)(=O)N3CCCC3C(=O)N3CCN(c4ccccc4)CC3)ccc2N1 (stereo not given)	i
CCOc1ccccc1CNC(=O)CN1C(=O)CN(C)C(=O)c2ccccc21	i
Cc1n[nH]c(C)c1Cc1n[nH]c(=O)n1CCc1ccccc1F	i
CC(C)CCn1c(=O)n(Cc2ccccn2)c2cc(C(=O)O)ccc21	i
Cc1noc(C)c1CCNc1nccc(CCC(F)(F)F)n1	i
Cc1ccc(-c2noc(CCNC(=O)c3cc(C4CC4)[nH]n3)n2)cc1	i
COc1ccc(N2CC(NC(=O)c3ccccc3F)CC2=O)cc1 (stereo not given)	i
CC(=O)c1cccc(-c2ccc(CN3CCCC3)cc2)c1	i
Cc1ncsc1CCC(=O)N(C)Cc1csc(C(C)C)n1	i
Cc1cc(C)cc(Oc2cc(SCC(=O)Nc3ccccc3C)ncn2)c1	+
CCc1nc(CCNC(=O)[C@@]23CNC[C@@H]2CN(C2CCCC2)C3)no1	i
Cc1ccc(C(=O)Nc2cc(C)nn2-c2ncnc3c2cnn3-c2cccc(Cl)c2)cc1	i
COc1cc(NC(=O)Cc2cnc3c(C)cccn23)ccc1NC(=O)CC(C)C	i
COc1ccc(CNc2nc3nc(CNc4cccc(C)c4C)cc(=O)n3[nH]2)cc1	i
Cc1ccc(N2C(=O)CCS2(=O)=O)cc1S(=O)(=O)Nc1ccc2c(c1)OCO2	i
Cc1cc(Nc2cccc(Cl)c2)n2nc(-c3cccnc3)nc2n1	i
COc1ccc(Nc2cc(C)nc(Nc3ccc(NC(=O)Cc4ccccc4)cc3)n2)cc1	i
c1ccc(-c2nc(CN3CCc4[nH]cnc4C3c3ccccn3)cs2)cc1 (stereo not given)	i
CC(C)CN1CCC(NC(C)c2nncn2C)CC1 (stereo not given)	i
Cc1cc(N(C)C)nc(Nc2ccc(NC(=O)c3cccc(I)c3)cc2)n1	i
CN(C)C(=O)c1ccc(S(=O)(=O)NCCc2ccc(Cl)cc2)s1	i
CCN1C(SCC(=O)Nc2cccc(C(F)(F)F)c2)=NS(=O)(=O)c2ccccc21	+
Cc1cc(C)cc(Nc2nc(NCC(C)C)nc3c2cnn3-c2ccccc2)c1	i
O=C(CCCn1nnc(-c2ccc(F)cc2)n1)Nc1cnc2n1CCCC2	i
CSc1ccc(CNC(=O)Cn2nc(N3CCN(c4ccc(F)cc4)CC3)ccc2=O)cc1	i
COc1ccc(CCCC(=O)N2CC3(CCNCC3)CC2C(=O)O)cc1 (stereo not given)	i
CCC1=NOC(C(=O)NCCc2nc3ccccc3c(=O)[nH]2)C1 (stereo not given)	i
C/C(=C\c1ccco1)CN1CCCC1c1ccccn1 (stereo not given)	i
COc1ccc(N2CCN(CCCNC(=O)c3cccn3-c3nnc(N4CCCCC4)s3)CC2)cc1	i
CCOc1ccccc1CC(=O)N1C[C@H]2C[C@H](O)[C@H](O)C[C@H]2C1	i
CCCNC(=O)c1nc[nH]c1C(=O)NCC1CCCCC1	i
O=C(O)c1[nH]ncc1CN1CCC1c1ccc(F)cc1 (stereo not given)	i
Cc1cccc(-c2ncc(CNCCCc3ccccc3)cn2)c1	i
CCC(=O)Nc1ccc(Nc2nc(C)cc(N(C)C)n2)cc1	i
Cc1cc(NC(=O)CN2CCN(CC3CCCO3)CC2)ccc1Cl (stereo not given)	i
Cc1nc(CC(=O)N(C)Cc2cnn(-c3ccccc3C)c2)cs1	i
CCN(CC)Cc1cnc2c(C(=O)NCc3nccs3)cnn2c1	i
CCc1nc2c(N3C[C@H]4C[C@H](O)[C@@H](O)C[C@H]4C3)ncnc2o1	i
Cc1cc(N2CC[C@@H](N3CCOCC3)[C@H](O)C2)c2cc3c(cc2n1)OCO3	i
CCc1noc(CN(CC)C(=O)CN2CCCN(C)CC2)n1	i
O=C(CN1CCCN(Cc2cccc(F)c2)S1(=O)=O)Nc1ccccc1	i

A portion of the library; the hit share may differ from the screen's.
